# TDP1 cell noCPT: qHTS for Inhibitors of human tyrosyl-DNA phosphodiesterase 1 (TDP1): qHTS in cells in absence of CPT; DT40 Tdp1-/- hTDP1 cells, no CPT, ATP luminescence, 48 h; Potency, µM (titrated, usually from 46.2 µM), inactives show top-dose activity change, negative = growth inhibition, usual class: inhibitors; hit rate 15% among 420,000; also: nearly all actives have a fitted effect of over 55% in size
#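 Luminescent ATP content (CellTiter-Glo) served as the growth readout. Knockout chicken DT40 cells expressing human TDP1 were exposed to compounds without camptothecin for a minimum 48 hr at 37 °C.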
# DT40 TDP1 CPT: growth inhibition of DT40 Tdp1-/-;hTDP1 cells with camptothecin (screen for TDP1 inhibitors); chicken DT40 Tdp1-/-;hTDP1 cells + 20 nM CPT, ATP luminescence, 48 h; Potency, µM (highest dose often 46.2 µM), without a hit: top-dose activity change, negative = growth inhibition, actives largely listed as inhibitors; hit rate 12% among 420,000; AID 686979; also: nearly all actives have a fitted effect of over 55% in size
#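 Chicken DT40 Tdp1-/- cells stably complemented with human TDP1 were seeded at 400 cells/well in medium containing 20 nM camptothecin, exposed to pin-transferred compounds, and grown at 37 °C for at least 48 hr. Viability was read as ATP luminescence.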
# TDP1 block: TDP1 (human) enzyme inhibition. recombinant TDP1, AlphaScreen DNA substrate cleavage. Potency, µM (titrated, usually from 130 µM), for inactives: at the highest dose activity change, negative = inhibition, usual class: inhibitors. hit rate 0.28% among 350,000; also: nearly all actives have a fitted effect of over 40% in size
# Target sequence (Q9NUW8 whole entry, looked up): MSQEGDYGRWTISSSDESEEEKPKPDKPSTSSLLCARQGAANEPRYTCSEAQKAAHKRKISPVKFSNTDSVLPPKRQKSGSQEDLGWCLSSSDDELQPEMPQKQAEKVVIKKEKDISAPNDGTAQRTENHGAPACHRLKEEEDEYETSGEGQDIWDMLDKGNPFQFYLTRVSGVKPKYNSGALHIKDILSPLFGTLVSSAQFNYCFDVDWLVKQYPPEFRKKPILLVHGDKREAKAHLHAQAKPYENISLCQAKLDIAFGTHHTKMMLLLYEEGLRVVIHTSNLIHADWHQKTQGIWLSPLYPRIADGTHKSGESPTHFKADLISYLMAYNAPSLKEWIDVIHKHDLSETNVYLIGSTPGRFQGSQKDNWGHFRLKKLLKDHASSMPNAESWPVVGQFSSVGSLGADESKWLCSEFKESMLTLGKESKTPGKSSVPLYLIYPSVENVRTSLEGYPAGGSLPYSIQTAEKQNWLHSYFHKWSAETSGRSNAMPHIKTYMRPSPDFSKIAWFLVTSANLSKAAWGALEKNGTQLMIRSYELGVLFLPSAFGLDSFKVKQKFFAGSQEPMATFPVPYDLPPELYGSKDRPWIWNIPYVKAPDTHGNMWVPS
#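 Recombinant E. coli-expressed Tdp1 (1 nM) preincubated with compound 15 min at RT, then 5'-biotin/3'-phosphotyrosine-FITC DNA substrate (15 nM) added for 5 min. AlphaScreen beads (10 ug/ml) added, 10 min RT; tyrosine-FITC cleavage read as signal loss.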
# Starred values were filed as active, the others as inactive; u = inconclusive; x = not tested or not shown; & = joins results of further samples; [ ] = remark or other dose. Calls follow the shape of the dose curve; as a rule, active = well fitted curve in the direction sought with a large enough effect; inconclusive = small, poorly fitted or top-dose-only effect, or another doubt; inactive = no such curve, though single readings can be large; an effect the other way counts as inactive or inconclusive. % is scaled to controls: 0 for no effect and ±100 for the full control effect; potency is read from the fitted curve at half-maximal effect. Compounds as they come. Share with any hit: about 18%.
# The opening four records as a preview:
SMILES,TDP1 cell noCPT,DT40 TDP1 CPT,TDP1 block
CC(C)OC(=O)c1cc2c(OCC(O)CNC(C)(C)C)cccc2[nH]1 (stereo not given),-52%,u,x
CN(C)CCCn1c(=O)n(Cc2ccco2)c(=O)c2c3c(sc21)CCCCC3,u,u,1%
Clc1ccc2nc(-c3ccncc3)cc(-c3ccccc3)c2c1,-17%,-20%,0%
Cc1ccc(N(CCO)C(=S)Nc2ccccc2)cc1,1%,1%,x

# All compounds of this part, from the first entry:
SMILES,TDP1 cell noCPT,DT40 TDP1 CPT,TDP1 block
CC(C)OC(=O)c1cc2c(OCC(O)CNC(C)(C)C)cccc2[nH]1 (stereo not given),-52%,u,x
CN(C)CCCn1c(=O)n(Cc2ccco2)c(=O)c2c3c(sc21)CCCCC3,u,u,1%
Clc1ccc2nc(-c3ccncc3)cc(-c3ccccc3)c2c1,-17%,-20%,0%
Cc1ccc(N(CCO)C(=S)Nc2ccccc2)cc1,1%,1%,x
O=C(CC(c1ccccc1)c1ccccc1)Nc1nn[nH]n1,-6%,7%,0%
Cc1ccc(S(=O)(=O)N2C[C@@H]3[C@H]4CC[C@H](C4)[C@@H]3[C@@H](C)[C@@H]2c2ccn(Cc3ccccc3)c2)cc1,u,u,1%[56.1 µM]
Cc1cccc(Sc2c([N+](=O)[O-])ncn2C)c1,23µM*,u,-2%
FC(F)(F)c1ccccc1-c1cncnc1NCCN1CCOCC1,1.5µM*,1µM*,x
Nc1cc2c(cc1Cl)N(Cc1ccccc1)C(=O)CO2,-6%,-6%,4%
S=C(NCCc1ccc(Cl)cc1)NC1CCCCC1,u,u,0%
O=C(COC(=O)c1cccnc1Nc1cccc(C(F)(F)F)c1)NCCN1C(=O)CSC1=O,u,u,-2%
Cc1ccc(CNC(=O)c2cc3c(=O)n(Cc4cccnc4)ccc3nc2C)cc1,-20%,-14%,8%
CC(C)C(=O)N[C@@H]1c2ccccc2CC[C@@H]1OCc1ccccc1,-27%,-29%,-3%[56.1 µM]
CCc1ccc(OCC(=O)OCC(=O)NCCNC(=O)COC(=O)COc2ccc(CC)cc2)cc1,-11%,14%,-9%
CCN(C(=O)c1cc2c(=O)oc3ccc(C)cc3c2s1)c1ccccc1F,21µM*,u,-3%
COc1cccc(N2C(=O)CN(Cc3cc(OC)c(OC)c(OC)c3)C2=S)c1,21µM*,-3%,x
CCN(CC)CCNC(=O)c1ccccc1N,-13%,-1%,2%
CC(C)CN(C(=O)COC(=O)c1ccc2ccccc2c1)c1c(N)n(Cc2ccccc2)c(=O)[nH]c1=O,u,u,-5%
COc1ccc(NS(=O)(=O)c2cccs2)cc1S(=O)(=O)N1CCCCC1,u,u,8%
CN(Cc1ccccc1)c1ccc(C=O)cc1,u,u,x
CC(C)[C@H]1C(=O)Nc2ccccc2N1C(=O)N[C@@H](Cc1ccccc1)C(=O)N[C@H](C(=O)O)c1ccccc1,-8%,8%,x
COc1ccc(CCNC(=O)C(=O)NCC(c2ccco2)S(=O)(=O)c2ccc(F)cc2)cc1 (stereo not given),u,u,0%
Cc1ccc(NC(=O)N2CCN(C(=O)c3nsc4ccccc34)CC2)cc1C,u,u,3%
COc1cc(-c2nnc3n2N=C(c2ccccc2)CS3)cc(OC)c1OC,1.5µM*,1.5µM*,2%
CC(=O)NC(Cc1ccccc1)Cc1ccccc1,2%,5%,x
CCCCN(C(=O)c1cc(Cl)nc2ccccc12)c1c(N)n(CCC)c(=O)[nH]c1=O,1%,-3%,x
O=C(NCc1cccnc1)c1ccc(Cl)c(S(=O)(=O)N2CCOCC2)c1,6%,15%,2%
Cc1cc(=O)oc2cc(OCC(=O)Nc3ccccc3C(=O)O)ccc12,-15%,11%,x
Cc1ccc(CNC(=O)C2CCCN(c3nc4c(C)cc(C)cc4s3)C2)cc1 (stereo not given),-18%,1%,3%
COc1ccc(CN(C)C(=O)CNC(=O)c2ccc3ccccc3c2)c(OC)c1,u,-25%,0%
COCCn1c(=O)c(-c2cccs2)nc2cncnc21,-2%,-2%,x
CCOC(=O)CN(C(=O)COC(=O)C1(c2ccccc2)CC1)c1ccc(F)cc1,u,u,-19%
CC(=O)c1sc(Nc2nc3cc4c(cc3s2)OCO4)nc1C,u,-1%,-6%
CCCCN(CC)C(=O)CN1C(=O)c2ccccc2C1=O,2%,5%,2%
CCN1CCN(CCNC(=O)CCCn2nc(C)c3c(C)n(-c4ccc(C)cc4)nc3c2=O)CC1,u,-11%,3%
CS(=O)(=O)N1CCc2cc(C(=O)Nc3ccc(Cl)cc3)ccc21,u,-2%,x
CCc1ccc2nc(N3CCC(C(=O)NCCC(C)C)CC3)sc2c1,u,u,6%
c1csc(-c2nc(NCC3CCCO3)c3ccccc3n2)c1 (stereo not given),u,u,0%[96 µM]
O=[N+]([O-])c1cc(-c2nc(-c3ccncc3)no2)ccc1Cl,u,10µM*,0%
CCCSc1nc2c(cnn2-c2ccccc2)c(=O)[nH]1,-22%,-11%,-4%
COc1cc(/C=N/Nc2cccc(C)c2)ccc1OC(=O)c1ccco1,-3%,-11%,0%
O=C(O)c1c2ccccc2cc2ccccc12,-6%&-8%,5%&3%,-5%&-9%[56.1 µM]
OC(CN1CCC(Cc2ccccc2)CC1)c1ccccc1 (stereo not given),0%,-5%,x
CC(=O)NC(CC(=O)OCC(=O)Nc1cc(S(=O)(=O)N2CCCCC2)ccc1C)c1ccccc1 (stereo not given),u,u,0%
Cc1ccnc(NS(=O)(=O)c2ccc(N3C(=O)c4ccccc4C3=O)cc2)n1,-17%,-14%,0%
Cc1cccc(OC(=O)c2cccnc2)c1C,-1%,-5%,x
CCOC(=O)c1ccc(NC(=O)CSc2nc(-c3cccs3)cc(C(F)(F)F)c2C#N)cc1,-25%&-12%,u,1%
CCCCNC(=O)CC1N=C2c3ccccc3N=C(SCC(=O)Nc3ccccc3C)N2C1=O (stereo not given),u,0%,-2%
COc1ccc(OC)c(-c2csc(NC(=O)C3COc4ccccc4O3)n2)c1 (stereo not given),16µM*,u,0%
CN(Cc1nc2ccccc2n1C)S(=O)(=O)c1ccc(Cl)cc1,26µM*,u,5%
COc1ccc2[nH]c(C(=O)NCCCn3ccnc3)cc2c1,2%,3%,x
CCOc1ccc(NC(=O)Cn2nc(Cc3ccncc3)c3ccccc3c2=O)cc1,-10%,-6%,-4%
CC1CCCCN1C(=S)Nc1ccc(OC(F)F)cc1 (stereo not given),u,u,3%
CCOC(=O)c1cnc(-n2nc(C)cc2C)nc1Nc1ccc(C)cc1,5.2µM*,4.6µM*,2%
Cc1cc(C)nc(NS(=O)(=O)c2ccc(NC(=O)CCCN3C(=O)c4ccccc4C3=O)cc2)n1,3%,-18%,-1%
Nn1c(SCc2nc3ccccc3[nH]2)nnc1C1CCCCC1,-5%,-7%,3%
Nc1cccc2cc(S(=O)(=O)O)ccc12,-9%,2%,x
CN1CCN(NC(=S)Nc2ccc(OC(F)F)cc2)CC1,-20%,12%,8%
N#Cc1ccc(CN2CCN(C(=O)C3CC(=O)N(c4ccc5c(c4)OCCO5)C3)CC2)cc1 (stereo not given),u,u,x
CCCCOC(=O)Cn1c(=N)n(CCN2CCOCC2)c2ccccc21,-17%,9%,x

# Further structures
# Screens in order – TDP1 cell noCPT | DT40 TDP1 CPT | TDP1 block
- COc1ccc(CCN2CC(C(=O)Nc3ccc(S(C)(=O)=O)cc3)CC2=O)cc1OC (stereo not given)
    18% | 0% | -3%
- Cc1cc(C)cc(N(C(C)C(=O)N2CCCCC2)S(C)(=O)=O)c1 (stereo not given)
    -4% | -22% | 1%
- C=CCOc1ccc(/C=C/C(=O)OCC(=O)NC(C)c2ccc(F)cc2)cc1 (stereo not given)
    u | -28% | 6%[0.505 µM]
- CC(C)(C)NC(=O)CN(C(=O)c1ccc(Cl)nc1)c1cccc2ccccc12
    -15% | -6% | -10%
- O=C(Nc1ccc2c(c1)OCO2)C1CC(c2c(F)cccc2Cl)=NO1 (stereo not given)
    u | -30% | 5%
- CC(C)(C)NC(=S)NC1CC1
    -13% | 6% | 0%
- CCCCN(C=O)c1c(CC)nc2c(OCC(=O)c3ccc(F)cc3)cccn12
    u | u | x
- O=C(CN1CCN(Cc2ccc3c(c2)OCO3)CC1)Nc1ccc2c(c1)OCO2
    -3% | -18% | 0%
- CN1CCN(c2cc(-c3ccccc3Cl)ncn2)CC1
    -5% | -4% | x
- O=C(NCCN1CCCCCC1)C1CCN(S(=O)(=O)N2CCOCC2)CC1
    3% | 0% | 3%
- COc1ccc(Br)cc1/C=C\C(=O)NCc1cccnc1
    u | 1% | 6%
- Cc1c(Br)c(C(N)=O)nn1C
    4% | -9% | 4%
- CN(C1CCCCC1)S(=O)(=O)c1ccc(F)c(C(=O)Nc2ccc(C(F)(F)F)cc2)c1
    21µM* | 23µM* | 8%
- COc1cc(C2NC(=O)NC(c3ccccc3)=C2C(C)=O)c(Br)c(Br)c1O (stereo not given)
    2% | 23% | x
- CC(C)C(=O)NN1c2ccccc2CCc2ccccc21
    -12% | -6% | x
- COc1ccc(-c2onc(C)c2C)cc1S(=O)(=O)NC1CCC(C)CC1 (stereo not given)
    u | u | 0%
- Cc1ccc(F)cc1NC(=O)C1CC(=O)N(Cc2ccccc2)C1 (stereo not given)
    -8% | 3% | x
- CCOC(=O)c1ccccc1NC(=O)c1c(O)c2ccccc2n(CC)c1=O
    u | u | 5%
- CCc1ccc(S(=O)(=O)N(C(=O)c2ccncc2)c2ccc3oc(C)c(C(=O)OC)c3c2)cc1
    2.6µM* | 2.9µM* | x
- COc1cccc(NS(=O)(=O)c2ccc3[nH]cc(C(=O)N4CCCCCC4)c(=O)c3c2)c1
    -11% | -10% | u
- CCOC(=O)[C@]12CCC=C1N(CCC1=CCCCC1)C(=O)[C@H](CC(=O)NCCC(C)C)C2
    16µM* | u | x
- CC(C)C[C@@H]1CN=C(N)N1C[C@@H]1CCCN1C[C@@H](C(C)C)N1C[C@@H](Cc2ccccc2)N(CCCC2CCCC2)C1=N
    u | u | 0%
- CCN1CCC2(CCN(C(=O)c3cc(COc4cc(C)ccc4C)on3)C2)C1 (stereo not given)
    4% | -23% | 4%
- Cc1c(OC(C)C(=O)N2C[C@H]3C[C@@H](C2)c2cccc(=O)n2C3)ccc2c3c(c(=O)oc12)CCCC3 (stereo not given in full)
    u | u | x
- Cn1cnc([N+](=O)[O-])c1Nc1ccccc1O
    -17% | -9% | -2%
- CN(C)c1nc(-c2ccccc2)nc(-c2ccc(Cl)cc2)c1C#N
    -17% | -2% | 2%
- COC(=O)c1c(C)[nH]c(C(=O)OCC(=O)NCC(C)C)c1C
    u | -14% | 0%
- O=C(CSc1nnc2c(n1)[nH]c1ccccc12)Nc1cccc(S(=O)(=O)N2CCOCC2)c1
    u | 15µM* | x
- CCOc1ccccc1N1CCN(C(=O)c2ccc(-c3ccc(OC(C)=O)cc3)cc2)CC1
    u | u | x
- COc1ccc(NC(=O)Cn2c(=O)n(Cc3ccc4c(c3)OCO4)c(=O)c3ccc(C(=O)NC4CCCCC4)cc32)cc1
    7.3µM* | 8.2µM* | 0%
- COc1ccc(OC)c(NC(=O)CCc2c[nH]c3ccccc23)c1
    -12% | 11% | 4%
- COc1ccccc1NC(=O)CC1SC(=N)N(c2ccccc2)C1=O (stereo not given)
    u | -17% | 5%
- COc1ccc(CNc2ccnc(-c3ccc(N(C)C)cc3)n2)c(OC)c1
    u | 26µM* | x
- O=C(NC1CC1)C1=C[C@@H](C2CCCCC2)C[C@@H](OCc2ccc(CO)cc2)O1
    u | u | 4%
- CCc1sc(C(=O)NCc2ccco2)cc1Br
    -4% | -2% | x
- O=C(O)/C=C/c1cn(-c2ccccc2)nc1-c1cc2ccccc2oc1=O
    17% | -22% | 2%
- Cc1cc(CNC[C@H]2O[C@@H](n3cnc(C(N)=O)n3)[C@H](O)[C@@H]2O)c(C)n1-c1cccnc1
    -14% | 8% | x
- Cc1cc([N+](=O)[O-])nn1CC(=O)NNC(=S)Nc1ccc(Cl)cc1
    -4% | -6% | 10%
- Cc1ccc2nc3sc(C(=O)Nc4c(C)[nH]c(=O)[nH]c4=O)c(N)c3cc2c1
    9% | 5% | -8%
- CC(=O)Nc1cccn(Cc2c(Cl)cccc2Cl)c1=O
    -4% | 8% | 5%
